GRK2 inh = compounds blocking aptamer binding on GRK2 – biochemical, human GRK2, bead flow cytometry, HTS, primary screen | FAM-aptamer displacement from GRK2 | inhibition of aptamer binding, % at 10 µM | 330,000 tested, 0.59% active;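 active = inhibition of aptamer binding above 40%, roughly 3 SD of noise, on plates passing a quality check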;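 note: median bead fluorescence of bound FAM aptamer so fluorescent compounds give negative values; no value below 0 was filed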
Bcl-xL primary = inhibitors of human Bcl-xL, primary screen, biochemical, fluorescence polarization, HTS | inhibition, % at 10.9 µM | GST-Bcl-xL / FITC-Bim BH3 peptide fluorescence polarization | Bcl-2-like protein 1 (Homo sapiens), Q07817 | 320,000 tested, 0.7% active;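 active = inhibition above the mean of all tested compounds plus 3 SD, cutoff set per campaign, cut at about 30% in these data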;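 note: 0% = DMSO wells and 100% = unlabeled Bim-BH3 peptide competitor; inhibitors lower millipolarization by displacing the labeled peptide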
Target sequence (Q07817 whole entry, looked up): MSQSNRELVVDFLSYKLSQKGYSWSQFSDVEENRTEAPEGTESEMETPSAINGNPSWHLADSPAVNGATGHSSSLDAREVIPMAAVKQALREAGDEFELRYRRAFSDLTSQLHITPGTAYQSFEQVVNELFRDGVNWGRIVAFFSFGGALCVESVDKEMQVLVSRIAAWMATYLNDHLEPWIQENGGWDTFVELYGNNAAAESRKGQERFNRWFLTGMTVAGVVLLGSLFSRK
GLD-1 TGE inh = GLD-1/TGE RNA complex disruptors, primary screen, biochemical, fluorescence polarization | purified GLD-1 + fluorescein TGE RNA | 320,000 tested, 0.44% active | inhibition, % at 5.96 µM;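 active = percent inhibition above a per-plate cutoff, the plate mean of test compounds plus 3 SD, cut at about 30% in these data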;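 note: 0% = DMSO wells with GLD-1 and probe and 100% = wells lacking GLD-1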
AGP1-GFP MLPCN = modulators of AGP1-GFP expression in yeast TOR pathway, primary screen, cell-based, multiplex flow cytometry, S. cerevisiae, MLPCN library | 3 h; GFP as percent of DMSO wells | GFP response vs DMSO, % at 10 µM | 320,000 tested, 0.02% active | AID 2066, 2009;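 active = GFP response relative to DMSO above a set limit, near screen average plus 3 SD, cut at about 150% in these data; inconclusive = fewer than 70 cells counted for the yeast strain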;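 note: median GFP channel fluorescence of the gated AGP1 strain per well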
CIT2 TOR yeast = modulators of CIT2-GFP expression in yeast, primary screen, S. cerevisiae, GFP fusion, multiplex flow cytometry, MLPCN library; S. cerevisiae CIT2-GFP strain, 3 h; 100 means same as DMSO wells; GFP response vs DMSO, % at 10 µM; 320,000 tested, 0.065% active;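 active = GFP response relative to DMSO above a set limit, near the screen mean plus 3 SD, cut at about 150% in these data; inconclusive = Fewer than 70 cells measured for a yeast strain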;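 note: ratio of well median GFP fluorescence to mean of DMSO wells on the plate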
VLA-4 inh = inhibition in human VLA-4 binding assay, primary screen, VLA-4 allosteric modulator project, MLPCN library, flow cytometry, VLA-4 expressing cells; Integrin alpha-4 (Homo sapiens), P13612; ligand binding flow cytometry; inhibition, % (about 7 µM as worked out from the volumes in the protocol); 330,000 tested, 0.2% active; AID 2557, 2010; in the data active = inhibition above about 50%
MEX-5 binding = MEX-5 zinc finger RNA-binding disruptors – biochemical, C. elegans, fluorescence polarization, MLPCN library, primary screen; 300,000 tested, 0.38% active; activity score (negative = inhibition of binding), % at 10 µM; MEX-5/FITC-TCR2 RNA binding; active compounds read low;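 active = inhibition past about -25% in most replicates, and total fluorescence under double the plate's negative control median, limit read from the data; inconclusive = replicates evenly split on the limit, or fluorescence at least double controls; inactive = too little inhibition in most replicates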;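 note: 0% = DMSO and -100% = 5 µM competing unlabeled TCR2 RNA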
Target sequence (Q9XUB2 whole entry, looked up): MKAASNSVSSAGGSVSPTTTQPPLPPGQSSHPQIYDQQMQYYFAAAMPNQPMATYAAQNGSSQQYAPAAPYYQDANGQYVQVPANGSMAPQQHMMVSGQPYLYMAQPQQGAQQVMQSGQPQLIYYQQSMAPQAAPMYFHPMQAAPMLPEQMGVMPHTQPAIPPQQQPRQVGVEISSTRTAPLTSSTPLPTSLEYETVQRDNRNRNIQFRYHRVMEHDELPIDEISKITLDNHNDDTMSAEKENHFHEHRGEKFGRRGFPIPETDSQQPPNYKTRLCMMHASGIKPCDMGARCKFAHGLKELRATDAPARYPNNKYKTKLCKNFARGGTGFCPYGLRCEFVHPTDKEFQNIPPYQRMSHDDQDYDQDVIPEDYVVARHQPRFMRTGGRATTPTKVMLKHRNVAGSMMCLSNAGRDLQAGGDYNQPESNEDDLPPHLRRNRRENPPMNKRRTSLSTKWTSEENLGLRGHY
Fam108B counter = mouse Fam108B serine hydrolase inhibitors, primary screen, counter-screen for RBBP9 inhibitor project, biochemical, fluorescence polarization; recombinant Fam108B, FP-Rh probe fluorescence polarization; inhibition, % at 9.51 µM; 300,000 tested, 0.33% active;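 active = inhibition above the screen mean inhibition plus 3 SD, computed separately per campaign, cut at about 18% in these data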;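 note: inhibitors lower polarization as less probe binds the enzyme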
MCL1-BIM inh = inhibitors of MCL1 binding to BIM-BH3, primary screen, biochemical, fluorescence polarization | Induced myeloid leukemia cell differentiation protein Mcl-1 (Homo sapiens), Q07820 | GST-MCL1 / FITC-Bim-BH3 fluorescence polarization | inhibition, % at 10.9 µM | 320,000 tested, 0.68% active | AID 2057, 2009;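 active = inhibition above the mean inhibition of all tested compounds plus 3 SD, set per campaign, cut at about 40% in these data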;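 note: 0% = DMSO wells and 100% = unlabeled Bim-BH3 peptide control; higher means more loss of mP so more displacement of Bim peptide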
Target sequence (Q07820 whole entry, looked up): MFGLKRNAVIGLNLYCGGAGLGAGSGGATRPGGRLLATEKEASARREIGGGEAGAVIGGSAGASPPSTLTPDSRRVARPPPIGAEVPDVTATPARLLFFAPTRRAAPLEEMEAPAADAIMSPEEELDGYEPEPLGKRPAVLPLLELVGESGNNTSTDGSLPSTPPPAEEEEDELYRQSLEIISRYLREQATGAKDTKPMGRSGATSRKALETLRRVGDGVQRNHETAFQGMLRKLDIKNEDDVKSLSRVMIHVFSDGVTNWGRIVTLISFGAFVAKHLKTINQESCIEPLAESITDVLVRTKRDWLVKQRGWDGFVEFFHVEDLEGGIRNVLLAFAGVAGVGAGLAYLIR
The depositor's hits bear a star; ? = inconclusive; . = no result given; [ ] = dose if it differs, or a comment.

SMILES	GRK2 inh	Bcl-xL primary	GLD-1 TGE inh	AGP1-GFP MLPCN	CIT2 TOR yeast	VLA-4 inh	MEX-5 binding	Fam108B counter	MCL1-BIM inh
CC1(C)CC(=O)/C(=C(\O)CCCN2C(=O)c3ccccc3C2=O)C(=NCC(=O)O)C1	1	-2	-2	99	89	7	-2.1	-4	-2
CCN(CC)CCN=CC1=C(O)CNC1=O	2	4	1	97	97	-1	-0.7	-4	-5
CC(C)c1ccc(N=Cc2c(O)c3ccccc3oc2=O)cc1	0	3	4	95	103	7	2.7	-1	9
N#CCCn1nc(-c2ccccc2)cc1Nc1ccccc1NC(=O)c1cccs1	4	2	7	107	94	11	3.6	2	-4
Cc1ccc(S(=O)(=O)/N=C2/NC(=O)/C(=C\c3ccccc3)S2)cc1	3	.	-2	101	105	-21	.	.	.
Cc1ccc(-c2noc(C3CCCN(C(=O)C4CCCCC4)C3)n2)o1 (centres undefined)	2	3	2	108	97	10	1.4	0	2
CCN(CC(=O)NCc1ccc(Cl)cc1)C(=O)c1cc(S(=O)(=O)N2CCOCC2)ccc1C	6	.	2	90	89	4	.	.	.
Cc1ccc(C(=O)Nc2ccc(S(=O)(=O)N3CCOCC3)cc2)cc1Br	0	1	-1	102	89	15	1.2	-4	2
CN(C)c1ccc(/C=C2\SC(N3CCCCC3)=NC2=O)cc1	0	-53	-153	95	101	4	0.1	-2	-94
COc1cc(CNC(C)(C)CO)ccc1OCC(=O)Nc1ccc(Br)cc1	0	3	3	105	107	3	2.9	-4	-1
CC(C)CCC1(CCNC(C)c2cccs2)CCOC(C)(C)C1 (centres undefined)	0	4	-2	109	96	8	-1.3	0	2
CCOc1cc(/C=C(/C#N)c2nc3ccccc3[nH]2)ccc1Oc1ccc([N+](=O)[O-])cn1	0	-4	-3	102	99	-17	-0.1	-22	1
CC(CNC(=O)Cn1ccc(NC(=O)OCc2ccccc2)nc1=O)c1ccccc1 (centres undefined)	0	5	-4	107	101	0	.	.	1
O=C1CC2(CCCC2)Oc2ccc(F)cc21	3	8	3	92	96	20	2.5	2	6
O=C(NCc1ccc(Cl)cc1)c1ccc(COCC(F)(F)F)o1	4	-2	4	93	88	0	1.2	1	-1
COc1cccc(-c2nn3c(-c4cc(C)[nH]n4)nnc3s2)c1	1	7	2	96	91	-10	0.6	4	5
COc1cccc(C2/C(=C(/O)c3ccc(F)cc3)C(=O)C(=O)N2CCN(C)C)c1 (centres undefined)	0	1	-7	99	94	-7	-1.8	1	-3
COC(=O)Cn1c2ccccc2c2nc(=O)cc(C)n21	1	7	1	100	94	-1	-0.1	-2	-1
O=C(NCCc1ccc(Cl)cc1)c1ccc2nccnc2c1	0	3	5	105[may fluoresce green]	118[may fluoresce green]	-13	1.4	-1	8
COc1cc(/C=C2/C(=N)N3C(=NC2=O)SN=C3S(=O)(=O)C(C)C)ccc1OS(=O)(=O)c1ccccc1	0	-1	6	96	88	-7	0.5	-4	-4

Record cards (already shown). Values in the order: GRK2 inh	Bcl-xL primary	GLD-1 TGE inh	AGP1-GFP MLPCN	CIT2 TOR yeast	VLA-4 inh	MEX-5 binding	Fam108B counter	MCL1-BIM inh
COC(=O)Cn1c2ccccc2c2nc(=O)cc(C)n21 across the screens: 1	7	1	100	94	-1	-0.1	-2	-1
CC(C)CCC1(CCNC(C)c2cccs2)CCOC(C)(C)C1 (centres undefined) across the screens: 0	4	-2	109	96	8	-1.3	0	2
COc1cccc(C2/C(=C(/O)c3ccc(F)cc3)C(=O)C(=O)N2CCN(C)C)c1 (centres undefined) across the screens: 0	1	-7	99	94	-7	-1.8	1	-3

The listing continues.
SMILES	GRK2 inh	Bcl-xL primary	GLD-1 TGE inh	AGP1-GFP MLPCN	CIT2 TOR yeast	VLA-4 inh	MEX-5 binding	Fam108B counter	MCL1-BIM inh
COc1ccc(C2c3c(noc3C)CC(C)(O)C2C(C)=O)cc1 (centres undefined)	0	5	-1	107	103	6	0.8	-4	10
c1nc(N2CCOCC2)c2c3c(sc2n1)CCCC3	0	2	2	97	103	-3	0.9	-1	1
COc1cc(/C=C(\C#N)C(=O)NCC2CCCO2)ccc1O (centres undefined)	2	-4	2	103	101	-6	5.8	3	-2
Cc1cccc(C(=O)NCC(=O)NCC(c2ccco2)N2CCCCC2)c1 (centres undefined)	0	10	3	105	98	-10	1.8	2	5
C[C@H](CO)N1C[C@H](C)[C@H](CN(C)C(=O)Nc2ccc(F)cc2)Oc2ccc(NC(=O)NC3CCCCC3)cc2CC1=O	6	.	2	99	93	23	.	.	.
COc1ccc([N+](=O)[O-])cc1NC(=O)COC(=O)C1CC1	1	2	-1	105	90	3	-1.6	-1	1
Cc1ccc(NC(=S)N(CCCN2CCOCC2)Cc2ccco2)cc1C	3	2	-3	102	102	12	.	-3	7
COc1ccc(-c2nnc(SCC(=O)N3c4ccccc4Sc4ccccc43)o2)cc1	4	0	-6	105	101	9	0.6	-2	-2
CC(=O)Nc1cccc(NC(=O)C(=O)NCC(c2ccco2)N2CCc3ccccc3C2)c1 (centres undefined)	1	4	10	110	103	6	3.0	-2	5
C=CCn1c(=O)c2ccccc2n2c(SCC(N)=O)nnc12	3	4	4	94	91	6	0.5	-2	3
COCc1cc(C)n(CC(=O)Nc2ccc(N3CCOCC3)c(Cl)c2)c(=O)c1C#N	1	1	-4	103	104	8	0.6	0	4
Cc1ccc(C)c(C(=O)NCc2ccncc2)c1	1	5	-1	101	99	-6	0.1	-1	6
Cc1ncc(CN2CCN(Cc3ccccc3)C(CCO)C2)s1 (centres undefined)	7	4	7	105	103	1	-0.1	10	3
COc1cc(C(=O)N2CCN(c3ccc(C)cc3C)CC2)cc(OC)c1OC	0	8	4	102	108	18	1.6	-4	1
COCCNC(=O)CC(NS(=O)(=O)c1ccc(NC(C)=O)cc1)C(C)C (centres undefined)	0	1	-4	102	99	10	1.4	-1	-4
COCCN1CCC(CNCc2cn[nH]c2-c2ccc(C)c(C)c2)C1 (centres undefined)	0	4	8	105	101	4	?	3	-1
CC(C)(C)N1CC(c2nc3ccccc3n2Cc2ccccc2)CC1=O (centres undefined)	0	4	4	112	109	5	-1.6	2	5
COc1ccc(-c2cc(C(=O)Nc3cccnc3)c3ccccc3n2)cc1OC	2	11	-1	97	100	8	-1.4	-6	8
O=C(Nc1ccccc1Cl)c1cccc(NC(=O)C2C3CC4OC(=O)C2C4C3)c1 (centres undefined)	0	5	-2	102	102	1	-2.6	-1	1
CC(=O)c1cccc(NC(=O)C(OC(=O)c2ccccc2NS(=O)(=O)c2cccs2)c2ccccc2)c1 (centres undefined)	0	-4	3	90	97	9	2.4	-34	-10
CN(C)S(=O)(=O)N1CCCC(C(=O)c2ccc(-c3ccccc3)cc2)C1 (centres undefined)	0	6	8	104	101	5	-1.1	1	6
Nc1cc(N)nc(SCc2cc(=O)oc3cc4c(cc23)CCC4)n1	0	5	-2	100	103	6	3.5	0	2
CC(Nc1nc(N2CCNCC2)nc2ccccc12)c1ccccc1 (centres undefined)	0	2	0	100	95	5	-0.2	-2	2
CC12CCC(c3nnc(SCC(=O)Nc4cccc5ccccc45)nc31)C2(C)C (centres undefined)	2	2	10	102	93	31	0.2	2	7
Cc1ccn2cc(CC(=O)O)nc2c1	8	10	15	102	98	12	-11	1	10
CCC(C)[C@H](NC(=O)NCCCc1ccccc1)C(=O)OC (some centres undefined)	2	3	0	100	107	.	1.5	3	5
O=C(C1CCCC1)N1CCCC(Nc2ccccc2)C1 (centres undefined)	1	0	2	99	97	15	0.5	-3	-2
COc1ccc(CN(C)CC(=O)Nc2cccc(S(=O)(=O)N3CCCC3)c2)cc1F	0	.	-1	105	108	11	.	.	.
C=CCC(=O)NC(C)c1cnn(-c2ccccc2C)c1C (centres undefined)	1	-2	-1	99	107	15	0.0	1	2
COc1ccc(S(=O)(=O)N(C)C2(C)CCS(=O)(=O)C2)cc1OC (centres undefined)	0	3	8	108	116	3	-2.0	3	5
CCOc1cc(C2C(C(=O)c3ccc(C)cc3)=C(C(=O)OC)Nc3nnnn32)ccc1O (centres undefined)	0	-2	7	86	86	8	-4.0	-1	3
CN1C(=O)NC2C1N(S(C)(=O)=O)CCN2S(C)(=O)=O (centres undefined)	2	7	4	96	98	9	-6.0	0	1
Cc1cc2nnc(SCC(=O)N3CCN(c4ccccc4)CC3)n2c(N)n1	0	0	-4	98	99	1	2.4	1	1
CC(=O)c1sc2nc(SCC(=O)NCCc3ccccc3)[nH]c(=O)c2c1C	7	4	1	98	92	-6	-2.6	5	9
COc1cccc(C(C(=O)NC2CCCCC2)N(C(=O)c2csnn2)C2CC2)c1 (centres undefined)	2	-1	-6	100	104	-1	-0.5	1	4
COc1ccc(C(=O)CC(CC(=O)c2ccc(OC)cc2)C(=O)O)cc1	0	7	2	97	92	-2	1.3	0	8
CCOC(=O)N1CCN(C(=O)c2ccc(OC(C)=O)cc2)CC1	0	6	12	103	100	9	2.4	-3	4
COC(=O)C1=C(C)N(c2ccc(F)c(Cl)c2)C(=O)C1	0	2	2	102	102	0	-0.8	4	-1
C[C@]12c3[nH]c4ccccc4c3CCN1C(=O)C(CC(=O)NCCC1=CCCCC1)C[C@@H]2C(=O)N1CCCCC1 (some centres undefined)	3	.	4	103	101	-5	.	.	.
CC1=NN(c2ccc(C)cc2C)C(=O)C1C(c1cccc(O)c1)C1C(=O)N(c2ccc(C)cc2C)N=C1C (centres undefined)	1	0	-1	98	91	3	1.5	2	5
Cc1ccccc1NC(=O)c1ccc2c(c1)N(C)CCS2	4	1	8	96	98	14	-1.5	3	5
Cc1ccc(S(=O)(=O)N2[C@@H](c3ccc(Cl)cc3)C(C(=O)O)=CC[C@H]2c2ccc3c(c2)OCO3)cc1	1	3	2	83	121	-7	.	1	-4
Cc1nc(NC(=O)C2CC2)sc1C(=O)N1CCCCC1	1	2	5	113	109	8	-2.5	-2	-2
Cc1oncc1C(=S)Nc1ccccc1	0	5	6	86	83	44	0.9	-3	1
CCn1cc(C2=NOC(C(=O)Nc3cc(OC)c(Cl)cc3OC)C2)c(C)n1 (centres undefined)	2	1	4	62	114	3	-1.2	-1	-3
CCN(CC)C(=O)c1scc2c1OCCO2	4	-8	-7	.	96	14	-0.5	-1	-10
CCCn1c(SCC(=O)N2c3ccccc3Sc3ccccc32)nc2c1c(=O)n(C)c(=O)n2C	3	4	-6	93	87	-3	1.2	5	-4
Cn1c(N)c(C(=O)c2ccc(Oc3ccccc3)cc2)c(=O)n(C)c1=O	0	2	1	104	101	0	-0.3	1	-1
COc1cc(NC(=O)c2ccccc2Cl)ccc1NC(=O)c1cccs1	1	-1	7	86	97	14	-0.5	-1	-5
COc1ccc(NC(=O)c2cccc(S(=O)(=O)N3CCCCCC3)c2)cc1	2	0	1	99	104	6	-2.0	3	-5
COc1ccc(OC)c(C(c2nnnn2C2CCCC2)N2CCc3ccccc3C2)c1 (centres undefined)	0	8	7	100	98	25	-0.4	-1	16
